TNF death inh: inhibitors of TNF-alpha triggered necroptosis, primary screen, cell-based, Jurkat FADD-/-, single concentration; activation (protection from cell death), % at 10 µM; Jurkat FADD-/- TNF necroptosis rescue, ATP luminescence, 24 h; 0 = TNF only, 100 = no-TNF cells; 220,000 compounds, 0.068% hits;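 active = activation, meaning protection from cell death, of at least 50% relative to plate controls; inactive = activation below 50%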;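 note: necroptosis triggered by 40 ng/mL TNF-alpha added together with compound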
Rad51 HR inh: human RAD51 strand exchange inhibitors, primary screen, biochemical, fluorescence; 200,000 compounds, 0.085% hits; AID 1385, 2008; hRad51 DNA strand exchange, fluorescence dequenching; inhibition, % at 10 µM;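 active = inhibition above 40% at the single screening dose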;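 note: 0% = DMSO control wells and 100% = blanks with heterologous ssDNA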
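Test system – preformed human Rad51 ssDNA filaments · Reagent – Donor/quencher-labelled 47-bp dsDNA substrate · Incubation – 37 °C 15-min filament assembly, 30-min compound preincubation, 15-min exchange · Signal – FRET fluorescence dequenching, excitation 485 nm, emission 520 nm · Read-out – percent inhibition from fluorescence, normalised to plate control and blank means · Benchmarks – plate control and blank wells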
FXIIa inh 1536: human FXIIa protease inhibitors, primary screen, biochemical, 1536-well; purified FXIIa, Boc-QGR-AMC fluorogenic substrate, 2 h; inhibition, % at 5 µM; 220,000 compounds, 0.3% hits; AID 800, 2007; Coagulation factor XII (Homo sapiens), P00748; in the data active = inhibition above about 40%;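 note: 0% = enzyme with no compound and 100% = blank without enzyme; many of its hits are not listed in these tables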
Cl transport mod: KCC2 cotransporter modulators, thallium flux, primary screen, cell-based, HEK293 KCC2, FluoZin-2 fluorescence, MLSMR; Solute carrier family 12 member 5 (Homo sapiens), Q9H2X9; KCC2 cells, thallium flux FluoZin-2 fluorescence; B-score of Tl+ flux slope (higher = more flux/activation; lower = inhibition) at 10 µM; 190,000 compounds, 2.2% hits;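 active = thallium flux slope and its plate-corrected score both differing from the plate sample mean at a set confidence after two filtering rounds, in either direction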;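 note: slope of fluorescence scaled to starting intensity during 10 to 20 s after thallium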
Target sequence (Q9H2X9 whole entry, looked up): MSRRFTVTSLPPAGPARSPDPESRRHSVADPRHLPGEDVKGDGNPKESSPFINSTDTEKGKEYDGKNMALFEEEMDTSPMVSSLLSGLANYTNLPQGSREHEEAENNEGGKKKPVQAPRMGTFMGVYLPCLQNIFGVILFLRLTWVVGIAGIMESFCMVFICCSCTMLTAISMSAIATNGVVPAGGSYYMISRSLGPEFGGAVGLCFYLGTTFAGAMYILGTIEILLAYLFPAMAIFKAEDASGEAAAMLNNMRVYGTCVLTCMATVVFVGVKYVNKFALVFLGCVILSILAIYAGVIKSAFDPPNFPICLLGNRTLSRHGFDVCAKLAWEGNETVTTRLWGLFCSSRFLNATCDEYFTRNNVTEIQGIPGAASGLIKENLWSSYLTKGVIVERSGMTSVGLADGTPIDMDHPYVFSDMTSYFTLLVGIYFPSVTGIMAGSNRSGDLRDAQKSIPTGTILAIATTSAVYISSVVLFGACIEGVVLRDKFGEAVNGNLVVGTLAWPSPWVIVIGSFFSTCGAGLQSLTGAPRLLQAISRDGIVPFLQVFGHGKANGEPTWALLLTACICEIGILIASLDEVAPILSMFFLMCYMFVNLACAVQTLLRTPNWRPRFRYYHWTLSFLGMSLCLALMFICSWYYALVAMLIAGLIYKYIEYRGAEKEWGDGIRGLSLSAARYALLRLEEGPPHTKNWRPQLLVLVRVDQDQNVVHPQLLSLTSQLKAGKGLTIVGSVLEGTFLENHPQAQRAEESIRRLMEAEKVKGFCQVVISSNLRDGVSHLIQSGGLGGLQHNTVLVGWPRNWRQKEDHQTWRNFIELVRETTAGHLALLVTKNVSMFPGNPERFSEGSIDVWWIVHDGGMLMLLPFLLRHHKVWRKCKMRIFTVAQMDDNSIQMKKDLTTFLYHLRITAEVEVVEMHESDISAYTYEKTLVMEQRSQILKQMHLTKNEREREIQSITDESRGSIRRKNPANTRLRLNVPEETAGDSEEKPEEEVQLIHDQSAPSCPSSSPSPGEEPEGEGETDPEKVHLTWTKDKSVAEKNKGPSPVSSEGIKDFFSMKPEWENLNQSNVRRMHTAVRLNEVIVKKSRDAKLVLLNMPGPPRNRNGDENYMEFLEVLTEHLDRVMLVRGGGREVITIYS
Hck-Nef inh: inhibitors of Nef-activated human Hck kinase, primary screen, biochemical, Z-Lyte FRET, 384-well, Hck-YEEI; Tyrosine-protein kinase HCK (Homo sapiens), P08631; Recombinant Hck-YEEI plus Nef, Z-Lyte FRET kinase assay; inhibition, % at 20 µM; 220,000 compounds, 0.68% hits;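 active = Hck-Nef kinase inhibition above about 50%, limit read from the data; inactive = inhibition below that limit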;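 note: 0% = DMSO with Hck plus Nef and 100% = Hck alone without Nef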
zVAD death inh: inhibitors of zVAD-triggered necroptosis, primary screen, L929 cells; L929 zVAD necroptosis rescue, ATP luminescence, 24 h; with zVAD 60 µM; viability rescue, % at 10 µM; 220,000 compounds, 0.38% hits;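 active = activation, scaled between plate controls, above about 75%, limit read from the data; inactive = activation under that limit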;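 note: 0% = zVAD with DMSO and 100% = DMSO alone without zVAD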
FXIa inh: human FXIa protease inhibitors, primary screen, biochemical, 1536-well; Coagulation factor XI (Homo sapiens), P03951; purified FXIa, Boc-Glu-Ala-Arg-AMC fluorogenic substrate; inhibition, % at 5 µM; 220,000 compounds, 0.14% hits; AID 798, 2007;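 active = inhibition of at least 40%; inactive = inhibition below 40%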;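 note: fluorescence of freed AMC excited at 355 nm; 0% = enzyme without compound and 100% = no enzyme blank; many of its hits are not listed in these tables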
KLK5 inh: human KLK5 protease inhibitors, primary screen, biochemical, 1536-well | AID 873, 2007 | recombinant hK5, fluorogenic AMC substrate cleavage | 210,000 compounds, 0.59% hits | inhibition, % at 5 µM | Kallikrein-5 (Homo sapiens), Q9Y337;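 active = inhibition of 40% or more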;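 note: 0% = enzyme controls without compound and 100% = no-enzyme blanks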
Thrombin inh: human alpha-thrombin inhibitors, primary screen, counter-screen for coagulation protease inhibitor project, biochemical, 1536-well, fluorogenic AMC substrate; 220,000 compounds, 0.26% hits; Boc-VPR-AMC fluorogenic substrate cleavage; inhibition, % at 5 µM;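 active = inhibition at or above 40%; inactive = inhibition below 40%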;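 note: 0% = enzyme with no compound and 100% = wells without enzyme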
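Material: Human alpha-thrombin protein | Buffer or medium: pH 7.5 Tris-saline with Tween 20 | Reagent: Boc-VPR-AMC substrate, 15 µM final | Schedule: Reaction at ambient temperature | Detection: AMC fluorescence at 355 nm excitation and 460 nm emission | Evaluation: Percent inhibition scaled between no-compound controls and no-enzyme blanks | Controls: no-compound enzyme wells and no-enzyme blanks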
The depositor's hits bear a star; i = inactive; . = not tested or not shown.

Under each structure – TNF death inh, Rad51 HR inh, FXIIa inh 1536, Cl transport mod, Hck-Nef inh, zVAD death inh, FXIa inh, KLK5 inh, Thrombin inh
> C=CCNC(=O)C1CCN(c2cnccn2)CC1
    0.2, -4, 8, 0.38, 0, 2.0, 0, -2, -6
> COc1cccc(CNC(=O)C2=Cc3cccc(OC)c3OC2)c1
    1.3, -12, 4, ., 23, 0.3, 1, -4, -4
> CCOC(=O)N1CCN(C(=O)CSCc2ccc(Cl)cc2)CC1
    -3.6, 22, 11, 0.24, 0, 0.2, 6, 3, -6
> Cc1ccc2cc(C#N)c(SCC(=O)NNC(=O)Cc3ccccc3)nc2c1
    1.6, -5, 16, -0.47, 8, 0.5, 16, 3, -12
> CCC(=O)N1CCN(c2ccc(NC(=O)c3cccs3)cc2)CC1
    -0.3, 4, 17, 0.86, -1, 0.6, 1, 16, 4
> Cc1cc(C)nc(NS(=O)(=O)c2ccc(NC(=O)CN3C(=O)c4ccccc4C3=O)cc2)n1
    1.3, ., 17, -3.2, 1, 0.0, 4, -2, 4
> C/C(CCc1oc2c(Br)cc(Br)cc2c1-c1ccc(C)o1)=N\O
    -2.1, 10, 11, 1.1, 8, 0.8, 7, -11, 0
> N#Cc1c(N)n(-c2ccccc2)c(=O)c2cc([N+](=O)[O-])ccc12
    0.6, -38, 3, 0.23, -7, 23, -4, -6, -1
> CCNc1nc(SC(C)C(=O)Nc2ccccc2)nc(N(C)C)n1 (stereo unspecified)
    -0.4, 8, 15, -2, 21, 4.0, 0, 6, 1
> Cc1ccc(C)c(OCc2nnc(N)s2)c1
    -2.4, 8, 8, -0.0056, 2, 0.1, 0, 0, 0
> Cc1ccc2cc(S(=O)(=O)NCCCC(=O)O)ccc2c1
    -1.9, 6, -10, -1.1, -10, -0.2, -1, -1, 1
> CC(=O)c1cccc(NC(=O)CC2S/C(=N/N=C/c3cccs3)NC2=O)c1 (stereo unspecified)
    -1.0, ., 8, 0.17, 31, 1.8, 2, 4, 1
> O=C(NCC1(c2ccccc2)CCCC1)C(=O)N1CCOCC1
    0.3, -5, 16, 0.13, -6, 0.2, 10, -4, 4
> COc1ccc(NC(=S)N2c3ccccc3CC2C)cc1OC (stereo unspecified)
    2.6, 7, 5, -0.22, 13, 1.2, -2, -1, -6
> O=C(NNc1cc(Cl)cc(Cl)c1)C1CCC1
    0.4, 15, 6, -0.9, 2, 0.4, 1, -3, 5
> CCc1ccc(/C=C/C(=O)C2C(=O)c3ccccc3C2=O)cc1
    -5.0, 3, 12, 19*, 0, -0.1, 6, -10, 0
> CC(=O)C1=C(O)C(=O)N(CCc2c[nH]c3ccccc23)C1c1ccco1 (stereo unspecified)
    -1.3, -3, 18, ., 0, 0.8, 7, -14, 4
> O=C(Cc1ccccc1)Nc1ccc(N2CCCCC2)cc1
    1.2, -13, 2, 0.73, 21, 7.1, -7, -5, 8
> O=C(COC(=O)c1n[nH]c2ccccc12)Nc1ccc(Cl)cc1[N+](=O)[O-]
    1.0, ., 4, 0.85, 10, 1.3, 0, ., 0
> O=C(Cn1c(=O)n(Cc2ccco2)c(=O)c2ccccc21)NCC1CCCO1 (stereo unspecified)
    1.0, -11, -52, ., 0, 0.9, -11, -14, -13
> COC(=O)C1=C(C)NC(C)=C(C(=O)OC)C1C(=O)OCC(=O)Nc1ccc(C(C)=O)cc1
    0.5, 13, 7, 0.92, 13, 1.9, 2, 0, -3
> CCCn1c(C)cc(=O)c2cc(NC(=O)c3cnccn3)ccc21
    -7.8, 3, 14, -0.54, 5, 0.1, 3, -5, 2
> O=C(COc1ccc(-c2ccccc2)cc1)N1CCN(C(=O)c2cccs2)CC1
    1.6, 27, 6, -0.68, 20, 9.5, -1, 0, 7
> COC(=O)c1cc(NC(=O)c2ccc(OC)cc2)c(=O)oc1C
    0.8, -7, 6, 0.12, 15, 1.7, -2, -1, -11
> CC1=NN(c2ccccc2)C(=O)/C1=C\c1cc(C)n(C)c1C
    0.2, 0, 8, -0.02, 17, 0.1, 5, 5, 3
> COc1ccc(CCNC(=O)CC(c2ccccc2)c2cccc(C)c2O)cc1OC (stereo unspecified)
    -0.1, 13, 12, -1.7, 4, -1.1, 1, ., -3
> N#C/C(=C\c1ccc(OC(F)F)cc1)C(=O)N1CCCCC1
    -2.2, -5, 8, 0.15, 25, -0.9, 1, 2, -1
> CCCCOc1ccc(CN2CCCCC2)cc1
    0.1, 2, 18, -0.27, 0, 0.9, -5, -19, -11
> Cc1cccc(NC2=NC3(CCCCC3)N=C(N)N2)c1
    -1.4, ., ., 0.56, 8, 0.1, ., ., .
> CCc1nnc(NC(=O)CN2CCN(C3CCCCC3)CC2)s1
    0.4, -2, 2, ., 1, -0.6, -9, -12, -3
> CN=CC1=C(O)C(C(=O)OC)C(C)(C)CC1=O (stereo unspecified)
    -0.2, -27, 0, 0.27, 21, 2.0, -8, -6, 5
> O=C1CN2NC(=S)N(c3ccccc3)C2=CN1c1ccc(Cl)cc1
    -0.4, 20, -5, 0.97, 1, 1.1, -2, -18, 3
> Cc1cccc(N2CCN(C(=S)c3ccc(-c4ccccc4[N+](=O)[O-])o3)CC2)c1
    -1.5, -3, 5, -1.1, 5, 1.3, 6, -17, -7
> COc1ccc(-c2cc3nc(C)c(CCC(=O)NC(C)CCc4ccco4)c(C)n3n2)c(OC)c1 (stereo unspecified)
    -2.0, -3, 10, 0.93, -1, 0.3, 3, 1, -2
> CCCOc1ccc(Cc2c(Cl)nc(SC)nc2NC)cc1
    -4.2, ., 2, -0.03, 1, -0.6, -2, -28, -7
> CCN1C(=O)N[C@@H](c2cccs2)C(C(C)=O)=C1C
    0.9, 4, 4, -0.0084, 11, 0.5, 0, 1, -2
> CCOC(=O)c1sc(NC(=S)NC(=O)c2ccccc2Cl)c(C(=O)OCC)c1C
    1.5, -3, 0, ., 2, 1.3, -5, -17, -7
> Cc1ccc(S(=O)(=O)N2CCOCC2)cc1C(=O)NCCCn1ccnc1
    -0.2, ., -1, -0.63, 2, -0.7, 3, -30, -8
> O=C(CNC(=O)c1cccc(F)c1)OCC(=O)N1CCCCC1
    0.7, 2, 6, 0.44, 2, -0.1, 6, 2, -14
> Cc1ccc(C)c(N2CCN(C(=O)C3CCCCN3S(=O)(=O)c3ccc(F)cc3)CC2)c1 (stereo unspecified)
    2.7, 3, 3, ., -1, 0.1, 0, -7, -7
> COc1ccc(CNC(=O)C(c2ccncc2)N(C(=O)Cc2cccs2)c2ccccc2C)cc1 (stereo unspecified)
    -4.0, 3, 20, ., 0, -0.5, 2, -11, -3
> O=C(O)c1ccc2c3c(ncnc13)-c1ccccc1C2=O
    -7.7, ., 19, 1.9, 2, 0.7, 5, -21, 3
> O=C(/C=C/Nc1nccs1)C(F)(F)Cl
    5.1, -4, 2, 8.9*, -1, 4.9, 5, -19, -2
> Cc1cc(C)n2c(=O)c3ccc(Cl)cc3nc2c1C#N
    -0.6, -52, 0, -1.3, 10, 2.0, -5, -14, 1
> CC1(C)CC(NC(=O)Cc2ccccc2[N+](=O)[O-])CC(C)(C)N1
    2.4, -9, 2, 0.95, 0, 0.8, 5, 13, 11
> CCOC(=O)c1cnc(-n2cc(C)cn2)nc1Nc1ccccc1OCC
    -5.9, -3, 26, 0.46, 3, 0.7, 17, 1, -2
> CCc1nnc(NC(=O)CSc2ccc(-c3nc4ccccc4[nH]3)cn2)s1
    -3.0, -8, 0, -0.86, 0, 0.0, -13, 0, -5
> CCCn1cc(CN2CCN(Cc3ccc(C)o3)C(CCO)C2)c(C)n1 (stereo unspecified)
    -0.9, ., 13, ., 10, -1.2, 3, 15, 0
> O=C(OCC#CCSc1nnc(-c2ccc(Br)cc2)o1)c1ccco1
    -2.4, -3, -7, -0.42, 4, -0.2, 2, 6, -1
> CCCOc1cccc(-c2cc(C(=O)NNC(=S)NCC)c3ccccc3n2)c1
    -0.7, ., 2, 3.3, -3, -0.5, -29, -35, -1
> O=C(COc1ccc(F)cc1)N(CC1=CCS(=O)(=O)C1)c1ccccc1
    0.3, -4, 10, -0.13, -1, 0.3, -4, -19, -5
> COc1cccc(-c2csc(N3CCN(C(=S)Nc4ccccc4C)CC3)n2)c1
    -2.3, -1, 2, -0.18, -7, 1.6, -3, -10, -5
> Cc1cc(NC(=O)/C(C#N)=C/c2ccc(-c3ccc(SC(F)F)cc3)o2)n(-c2ccccc2)n1
    0.2, -28, 7, i, -34, -0.9, 5, -4, 1
> Cc1cc(NC(=O)c2cnn3c(C(F)F)cc(-c4ccccc4)nc23)no1
    -14, -5, 36, -0.092, 3, -0.4, 33, -20, 1
> CC1CN(C(=O)/C(C#N)=C2\N=C(NC(=O)c3ccccc3Cl)c3ccccc32)CC(C)O1 (stereo unspecified)
    -4.2, 29, 1, -1.2, -2, 0.1, 1, -7, -2
> CC(=O)NC(c1ccccc1)c1nc2ccccc2[nH]1 (stereo unspecified)
    -1.0, 2, 18, -0.17, 8, 0.4, 5, -8, 3
> CC(C(=O)NCc1ccccc1)N1C(=O)CN(C)C(=O)c2ccccc21 (stereo unspecified)
    -2.5, 1, 8, ., -1, 0.0, -5, -22, -5
> Cc1ccc(Sc2cc(C)nc(-c3ccccn3)n2)cc1
    -2.8, ., 15, -1.3, 18, -0.7, 4, 2, 3
> CC(C)(C)C(=O)Nc1ccc2c(c1)OCCOCCOc1cc(NC(=O)C(C)(C)C)ccc1OCCOCCO2
    2.4, 0, 5, 0.46, 27, 4.3, 1, -1, .
> Brc1ccccc1-n1nnc(-c2cccnc2)n1
    -1.9, 4, 14, -0.36, -20, 0.6, 3, 7, 7
> O=C1NCC(O)=C1C=Nc1ccccc1O
    14, -14, 8, 1.4, 3, 77*, 13, -14, 3
> CC1CC(C)(C)OC(C[N+]2(C)CCCCC2)O1 (stereo unspecified)
    -0.3, -5, 7, 1.2, 11, 0.8, 4, -8, -2
> CC(=O)Nc1nc2ccc(C(=O)NC3CCCCC3)cc2s1
    -0.5, -3, 7, -0.21, -3, -0.1, 7, -6, -1

Gathered by group: those above containing a COOH group
Under each structure – TNF death inh, Rad51 HR inh, FXIIa inh 1536, Cl transport mod, Hck-Nef inh, zVAD death inh, FXIa inh, KLK5 inh, Thrombin inh
> Cc1ccc2cc(S(=O)(=O)NCCCC(=O)O)ccc2c1
    -1.9, 6, -10, -1.1, -10, -0.2, -1, -1, 1
> O=C(O)c1ccc2c3c(ncnc13)-c1ccccc1C2=O
    -7.7, ., 19, 1.9, 2, 0.7, 5, -21, 3

Some of the compounds tested (hit frequency here may not be typical).
